USP2a block: qHTS Assay for Inhibitors of Ubiquitin-specific Protease USP2a Using CHOP2 as the Reporter | Ubiquitin carboxyl-terminal hydrolase 2 (Homo sapiens), O75604 | USP2 core, Ub-CHOP2 coupled fluorogenic reporter, 485/531 | Potency, µM (highest dose often 38.3 µM), for inactives: at the top dose activity change, negative = inhibition, most hits filed as inhibitors | 330,000 tested, 0.01% active;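 further: potency means the concentration at half of the fitted maximal effect; plate controls were DMSO wells for no effect and full inhibition by NEM control for full effect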
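Deubiquitinase activity read as fluorescence (485/531 nm) after Ub-CHOP2 cleavage activates the enterokinase reporter on its substrate; USP2 core 10nM, Ub-CHOP2 and substrate 25nM each, 30min compound preincubation then 60min RT; data normalized to NEM, curves fitted.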
A-T KAP1 phos: qHTS Assay for Identifying a Potential Treatment of Ataxia-Telangiectasia; […] A-T fibroblasts, KAP-1 phosphorylation AlphaLISA; neocarzinostatin DNA damage 30 min before lysis; Potency, µM (titrated, usually from 57.5 µM), without a hit: at the top dose activation, usual class: activators; 320,000 tested, 0.19% active; AID 485349, 2010; further: potency means the concentration at half of the fitted maximal effect; % of control where 0% means no effect; nearly all actives have a fitted effect of over 45% in size
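ATM-like activity read as KAP-1 phosphorylation via AlphaLISA donor/acceptor antibody pairs after lysis and 6 hr at 25C. Cells were ATM-null patient fibroblasts ([…], hTERT), dosed 60 min, then exposed to the DSB inducer NCS for 30 min.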
hERG WT inh: qHTS for Inhibitors of KCHN2 3.1: Wildtype qHTS. 340,000 tested, 0.37% active. Voltage-gated inwardly rectifying potassium channel KCNH2 (Homo sapiens), Q12809. activity change, % at 1.84 µM. U2OS, BacMam KCNH2, thallium flux FluxOr; stronger effect = lower value;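 active means maximum activity change below -70%; inconclusive means maximum activity change between -70% and -50%; inactive means maximum activity change above -50%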; further: on the % scale 0 is the no-effect control and ±100 the full control effect
Target sequence (Q12809 whole entry, looked up): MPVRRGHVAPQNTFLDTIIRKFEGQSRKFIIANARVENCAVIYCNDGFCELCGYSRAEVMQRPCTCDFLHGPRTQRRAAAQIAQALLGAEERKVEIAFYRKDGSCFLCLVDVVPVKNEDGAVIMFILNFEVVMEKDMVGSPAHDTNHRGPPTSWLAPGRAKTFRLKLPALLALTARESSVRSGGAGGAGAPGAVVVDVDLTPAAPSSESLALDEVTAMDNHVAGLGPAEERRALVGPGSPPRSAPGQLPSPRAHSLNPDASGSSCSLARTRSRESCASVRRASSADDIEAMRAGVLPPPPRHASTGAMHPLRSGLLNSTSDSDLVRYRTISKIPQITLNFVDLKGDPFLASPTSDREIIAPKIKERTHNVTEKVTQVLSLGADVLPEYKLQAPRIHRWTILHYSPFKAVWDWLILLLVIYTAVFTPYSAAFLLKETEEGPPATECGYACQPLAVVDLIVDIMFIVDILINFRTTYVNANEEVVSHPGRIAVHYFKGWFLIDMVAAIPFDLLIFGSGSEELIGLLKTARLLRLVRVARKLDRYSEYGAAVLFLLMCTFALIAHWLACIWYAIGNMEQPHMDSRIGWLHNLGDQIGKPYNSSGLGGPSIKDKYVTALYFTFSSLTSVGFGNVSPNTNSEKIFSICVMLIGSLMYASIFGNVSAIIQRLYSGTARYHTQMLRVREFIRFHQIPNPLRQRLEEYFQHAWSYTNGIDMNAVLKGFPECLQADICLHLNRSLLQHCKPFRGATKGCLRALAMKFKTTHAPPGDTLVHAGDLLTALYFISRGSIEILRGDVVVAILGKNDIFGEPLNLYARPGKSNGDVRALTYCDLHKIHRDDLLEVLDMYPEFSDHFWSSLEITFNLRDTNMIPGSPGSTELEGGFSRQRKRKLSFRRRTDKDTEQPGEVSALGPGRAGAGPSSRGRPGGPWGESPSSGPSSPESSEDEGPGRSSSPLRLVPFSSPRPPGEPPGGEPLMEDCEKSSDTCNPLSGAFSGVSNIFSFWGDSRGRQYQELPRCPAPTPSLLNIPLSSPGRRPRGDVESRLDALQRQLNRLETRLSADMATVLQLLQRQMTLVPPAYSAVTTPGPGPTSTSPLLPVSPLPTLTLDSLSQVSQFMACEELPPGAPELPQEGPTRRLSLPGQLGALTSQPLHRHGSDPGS
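U2OS cells transduced with wild-type KCNH2 virus are loaded with FluxOr dye for 45 min, and thallium flux is measured in kinetic reads before and after stimulation buffer. Rate constants are normalized to DMSO controls.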
ELG1 repair inh: qHTS screen for small molecules that inhibit ELG1-dependent DNA repair in human embryonic kidney (HEK293T) cells expressing luciferase-tagged ELG1; HEK293T ELG1-luciferase reporter, luminescence, 16 h; DNA damage induced by 5-fluorouridine; Potency, µM (highest dose often 46.1 µM), for inactives: top-dose activity change, negative = inhibition, actives largely listed as inhibitors; 330,000 tested, 2.3% active; AID 504467, 2011; further: potency means the concentration at half of the fitted maximal effect; on the % scale 0 is the no-effect control and ±100 the full control effect; nearly all actives have a fitted effect of over 55% in size
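In this reporter screen, reduction of luminescence relative to DMSO vehicle indicated activity. Compounds and 5-fluorouridine were added together to 2,000 cells per well, incubated for 16 hr at 37 °C, then developed with ONE-Glo.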
Mito fusion yeast: qHTS Assay for Small Molecule Inhibitors of Mitochondrial Division or Activators of Mitochondrial Fusion. Potency, µM (series often up to 46.1 µM), for the others: top-dose growth rescue (activation), most hits filed as activators. S. cerevisiae fusion-defective mutant growth rescue, CellTiterGlo 48 h. 320,000 tested, 0.23% active;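 further: potency means the concentration at half of the fitted maximal effect; % of control where 0% means no effect; nearly all actives have a fitted effect of over 45% in size; temperature-sensitive fusion mutants such as fzo1-1 at 37 °C on non-fermentable ethanol glycerol medium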
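Yeast fusion mutant, YPEG (non-fermentable carbon), compound, 48 h at 37C non-permissive; CellTiterGlo added, 10 min RT, luminescence read. Rescued growth = division inhibition.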
TSHR antagonist: Antagonists of the Thyroid Stimulating Hormone Receptor: HTS campaign. 330,000 tested, 0.2% active. activity change, negative = inhibition, % at 11.5 µM. Thyrotropin receptor (Homo sapiens), P16473. TSHR-expressing cells, TSH-stimulated cAMP HTRF, 2 h; stronger effect = lower value. AID 504810, 2011;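 active means activity change below a set negative limit, meaning inhibition stronger than a set level, cut at about -70% in these data; inconclusive means activity change between two set negative limits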; further: on the % scale 0 is the no-effect control and ±100 the full control effect
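TSHR-expressing cells were treated with compounds, then stimulated with TSH at EC80 (4nM final) for 2 hours at 37 deg C. Cellular cAMP was measured by HTRF competition between lysate cAMP and cAMP-d2 for a cryptate-labelled anti-cAMP antibody.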
TRPV1 ag: HTS Assay for Compounds that Act as Agonists of the Vanilloid Receptor 1. 320,000 tested, 0.19% active. TRPV1-expressing cells, Fluo-8 calcium influx, agonist mode. activation, % at 8.33 µM. AID 540275, 2011. Transient receptor potential cation channel subfamily V member 1 (Homo sapiens), Q8NER1; in the data active means activation above about 80%; inconclusive means between about 30% and that limit; further: 0% is about no effect
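Cells expressing TRPV1 were dye-loaded with Fluo-8 and read kinetically: 10 s baseline, 3 min after compound (agonist portion), then 2 min after EC20 capsaicin (allosteric enhancer portion). Calcium-bound dye fluorescence at 480/520 nm.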
KCNH2 3.1 block: qHTS for Inhibitors of KCHN2 3.1: Mutant qHTS; Potassium voltage-gated channel subfamily H member 2, brain isoform KCNH2 3.1 (human); AID 720553, 2013; 340,000 tested, 0.95% active; U2OS KCNH2 3.1, thallium flux FluxOr; stronger effect = lower value; activity change, % (tested at about 1.8 µM);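 active means maximum activity change below -70%; inconclusive means maximum activity change from -70% to -50%; inactive means maximum activity change above -50%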;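 further: thallium influx rate constant from kinetic fluorescence after stimulation buffer; on the % scale 0 is the no-effect control and ±100 the full control effect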
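Channel expression came from 3.1 mutant virus (1.77 x 10^8 /mL) applied to suspended U2OS cells for 4 h. Flux was tracked with FluxOr dye plus Red40 quencher, and kinetic rate constants normalized to controls.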
TCR activator: Activators of T cell receptors: qHTS campaign. primary human leukocytes, anti-CD3, IL-2 HTRF, 48 h. Potency, µM (titrated, usually from 9.22 µM), inactives show at the top dose activation of IL-2 secretion, actives largely listed as activators. 330,000 tested, under 10 active; further: % of control where 0% means no effect
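HTRF read-out of IL-2 secretion: europium cryptate donor excited at 320nm, d2 acceptor emission at 665nm. Cells were primary human leukocytes incubated 48 hr with compounds and a-CD3 beads, supplying TCR signal only.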
Eya2 phos inh: qHTS Assay for Inhibitors of the Phosphatase Activity of Eya2. Protein phosphatase EYA2 (Homo sapiens), O00167. 330,000 tested, 0.006% active. Potency, µM (doses to about 76.9 µM), without a hit: top-dose activity, negative = inhibition, most hits filed as inhibitors. recombinant Eya2, OMFP fluorescence dephosphorylation (OMFP is methylfluorescein phosphate); further: potency means the concentration at half of the fitted maximal effect; on the % scale 0 is the no-effect control and ±100 the full control effect
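Eya2 protein (added as 0.2 uM solution) was preincubated with compound for 10 min at ambient temperature in 50 mM HEPES pH 7.5, 50 mM NaCl, 5 uM MgCl2, 0.05% BSA, 1 mM DTT. OMFP (added at 50 uM) then reacted 10 min; fluorescence read at 485/525 nm.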
* marks the source's active call; other numbers are inactive results; ? = inconclusive; . = not tested or not shown; [ ] = dose if it differs, or a comment. Unless noted, the call rests on the fitted dose curve; in most records, active means well fitted curve in the direction sought with a large enough effect; inconclusive means small, poorly fitted or top-dose-only effect, or another doubt; inactive means no such curve, though single readings can be large; an effect the other way counts as inactive or inconclusive. Only part of the results is shown; rates above refer to the full screens.

compound,USP2a block,A-T KAP1 phos,hERG WT inh,ELG1 repair inh,Mito fusion yeast,TSHR antagonist,TRPV1 ag,KCNH2 3.1 block,TCR activator,Eya2 phos inh
COc1ccc(NC(=O)c2c(NC(=O)CCC(=O)O)sc3c2CCCCC3)cc1,1%,-2%,16,4%,1%,-15,1,-6,2%,-5%
CC(=O)N1CCN(C(=O)c2ccccc2NS(=O)(=O)c2ccc(F)cc2)CC1,-2%,2%,3,13%,-4%,?,1,8,-3%,-3%
CCCOc1ccc(C2=NNC(c3cccs3)=Nc3ccc(OC)cc32)cc1,-4%,.,-4,16µM*,13%,11,1,-1,-4%[46.1 µM],-5%
Cc1cccc(NC(=O)c2cc(NC(=O)C3CCCCC3C(=O)O)ccc2Cl)n1 (configuration not stated),0%,-3%,6,2%,-2%,-2,0,22,4%,11%
CCOC(=O)c1cnn(-c2ccccc2)c1-n1cccc1C(=O)C(=O)Nc1ccc(OC)cc1,0%,14%,2,-11%,10%,-22,3,5,25%,-6%
O=C(c1cccc(F)c1)N1CCCC(C(=O)N2CCCC2)C1 (configuration not stated),0%,-1%,-2,-12%,-1%,13,-3,4,1%,-14%
Cc1ccc(S(=O)(=O)c2c(N)n(NC(=O)c3ccco3)c3nc4ccccc4nc23)cc1,-2%,7%,-2,-3%,2%,0,-3,15,-5%,-2%
CCCCOc1ccccc1C1NC(=O)NC(C)=C1C(=O)OCCOCC (configuration not stated),3%,2%,13,-23%,7%,0,2,-8,-1%,16%
COc1ccccc1-c1nnc2sc(-c3ccc(N(C)C)cc3)nn12,-2%,-3%,-10,7%,?,13,1,-8,-1%[46.1 µM],-6%
Cn1ccsc1=NC(=O)c1ccc(Cl)c([N+](=O)[O-])c1,1%,-17%,4,?,12%,-9,1,3,-3%,-10%
CNc1c(NS(=O)(=O)c2ccc(CC(C)C)cc2)c(=O)oc2ccccc12,0%,-6%,3,17%,-2%,5,0,-4,6%,?
O=c1cnc2ccccc2n1Cc1ccccc1C(F)(F)F,0%,2%,-7,14%,9%,13,-1,-21,-1%,5%
COc1cc(CNCCCN2CCOCC2)cc(Cl)c1OCC(=O)NC(C)(C)C,5%,28%,3,6%,2%,7,-1,6,2%,-6%
CC(C)Oc1ccc(C(=O)NCCCNC(=O)c2cccnc2)cc1,2%,4%,7,-1%,2%,15,3,-10,4%,3%
Cc1c(/C(O)=C2/C(=O)C(=O)N(Cc3cccnc3)C2c2cccs2)cnn1-c1ccccc1 (configuration not stated),1%,-8%,4,?,-5%,8,-2,1,-2%,-2%
Cc1cccc(C)c1NC(=O)CSc1nnc(-c2ccoc2C)n1C,-1%,1%,17,5%,2%,-4,-1,4,-2%,13%
COc1ccc(S(=O)(=O)N(C)C[C@H]2Oc3c(NC(=O)Nc4c(C)noc4C)cccc3C(=O)N([C@H](C)CO)C[C@@H]2C)cc1,1%,0%,1,?,.,5,.,-35,-4%,23%
COc1ccc(NC(C)=O)cc1NC(=O)c1ccc(Cl)cc1,-2%,0%,3,7%,-5%,-1,1,-2,-4%,-6%
Cc1nc(N2CCN(C(=O)COc3ccccc3)CC2)c2c(C)c(C)sc2n1,7%,2%,5,?,-2%,?,25,-7,0%,2%
Cc1cc(C)cc(OCC(=O)NCCc2nc3ccccc3[nH]2)c1,0%,9%[11.5 µM],-5,0%,13%,12,?,0,.,6%
O=[N+]([O-])c1ccccc1/C=C/CN1CCCCC1,-12%,4%,-12,1%,0%,2,-2,4,.,3%
Cc1ccc(C(=O)NN2C(=O)C3C4c5ccccc5C(c5ccccc54)[C@@H]3C2=O)cc1 (some centres not stated),2%,-9%,18,-2%,-6%,14,11,10,-1%[46.1 µM],-24%
CCC(=O)Nc1cccc(SC)c1,7%,-1%,0,6%,3%,11,2,-83*,2%[46.1 µM],-1%
CCCC[n+]1ccn(-c2nc3c([N+](=O)[O-])cccc3n2C)c1,0%,-7%,5,5%,-6%,8,0,-1,.,6%
COc1cccc(N2CC(C(=O)NNC(=O)c3ccc(Cl)cc3)CC2=O)c1 (configuration not stated),-1%,1%,18,-3%,-2%,-9,2,26,-3%,9%
COc1cc(CC(=O)OCc2ccccc2F)cc(OC)c1OC,-2%,3%,6,-1%,0%,-2,0,5,2%,6%
C/C(=N/NC(=O)c1cc(-c2ccccc2)nc2c(Cl)cccc12)c1cccnc1,0%,13%,1,?,5%,9,8,1,3%,-4%
COc1ccc(S(=O)(=O)N2CCC(C(=O)NCC(c3cccs3)N(C)C)CC2)cc1 (configuration not stated),0%,2%,-14,-9%,-1%,9,-4,-2,1%,1%
O=C(NCc1ccncc1)Nc1ccccc1Cl,2%,-3%,0,-1%,1%,-4,12,11,-8%,1%
CCCC(=O)Nc1sc2c(c1C(=O)OCC)CC(C)(C)OC2,0%,-4%,7,7.3µM*,-6%,0,6,-4,6%,8%

Shown with values under each structure: entries from further up.
Values run as follows: USP2a block | A-T KAP1 phos | hERG WT inh | ELG1 repair inh | Mito fusion yeast | TSHR antagonist | TRPV1 ag | KCNH2 3.1 block | TCR activator | Eya2 phos inh
> CC(C)Oc1ccc(C(=O)NCCCNC(=O)c2cccnc2)cc1
→ 2% | 4% | 7 | -1% | 2% | 15 | 3 | -10 | 4% | 3%
> Cc1c(/C(O)=C2/C(=O)C(=O)N(Cc3cccnc3)C2c2cccs2)cnn1-c1ccccc1 (configuration not stated)
→ 1% | -8% | 4 | ? | -5% | 8 | -2 | 1 | -2% | -2%
> Cc1cccc(C)c1NC(=O)CSc1nnc(-c2ccoc2C)n1C
→ -1% | 1% | 17 | 5% | 2% | -4 | -1 | 4 | -2% | 13%

Arranged by molecular weight (smallest number first): some entries from above
compound,USP2a block,A-T KAP1 phos,hERG WT inh,ELG1 repair inh,Mito fusion yeast,TSHR antagonist,TRPV1 ag,KCNH2 3.1 block,TCR activator,Eya2 phos inh
CCCC(=O)Nc1sc2c(c1C(=O)OCC)CC(C)(C)OC2,0%,-4%,7,7.3µM*,-6%,0,6,-4,6%,8%
C/C(=N/NC(=O)c1cc(-c2ccccc2)nc2c(Cl)cccc12)c1cccnc1,0%,13%,1,?,5%,9,8,1,3%,-4%
COc1ccc(NC(=O)c2c(NC(=O)CCC(=O)O)sc3c2CCCCC3)cc1,1%,-2%,16,4%,1%,-15,1,-6,2%,-5%

Further records:
compound,USP2a block,A-T KAP1 phos,hERG WT inh,ELG1 repair inh,Mito fusion yeast,TSHR antagonist,TRPV1 ag,KCNH2 3.1 block,TCR activator,Eya2 phos inh
CCOC(=O)c1c(C)c(C(=O)NCCOC)c(C)n1CC,0%,3%,0,-3%,-3%,1,10,1,3%,-8%
CC(=O)Nc1ccc(S(=O)(=O)Nc2ccc(S(=O)(=O)Nc3nc(C)cc(C)n3)cc2)cc1,5%,0%,0,12%,2%,-1,-1,-13,-2%,-11%
CC(=O)N/C(=C\c1ccc(F)cc1)C(=O)NC(Cc1ccccc1)C(=O)O (configuration not stated),1%,-6%,0,7%,-4%,8,-1,11,-1%,-2%
CC1CCCN(c2ccc(N)cc2C(N)=O)C1 (configuration not stated),-1%,-1%,0,-8%,2%,7,2,-9,0%,-8%
O=C(Nc1nnc(S(=O)(=O)N2CCOCC2)s1)c1cccc(F)c1,-1%,7%,8,?,4%,-1,-2,16,-2%,4%
Cc1ccc(S(=O)(=O)NCCC(=O)NCC(c2cccs2)N(C)C)cc1C (configuration not stated),-1%,-4%,-3,19%,-2%,-4,0,16,0%,-6%
COc1ccc(C(=O)CCN2CCN(c3ccccc3F)CC2)cc1,0%,-2%,20,?,1%,21,?,-12,1%,-10%
CC(=O)n1cc(/C=N/NC(=O)c2ccc(Cl)cc2)c2ccccc21,2%,-6%,10,?,-5%,5,-4,18,1%,-4%
CSCCNC(=O)Nc1c(-c2c(Cl)cccc2Cl)noc1C,0%,7%,-3,-2%,0%,-2,0,-1,2%,11%
